# Bioassay records (PubChem)
# HEK293 viab: reduces viability of HEK-293 SNCA reporter cells; 150,000 compounds, 0.12% hits; HEK-293-SNCA-luc viability, GF-AFC fluorescence, 24 h; AID 1671193; Potency, µM (titrated, usually from 57.1 µM), for the others: at the top dose activity change, negative = cytotoxicity, hits mostly cytotoxic;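 note: potency is the fitted concentration of half-maximal effect; 0% = DMSO-treated cells and -100% = medium-only wells without cells; nearly all actives have a fitted effect of over 30% in size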
#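 HEK-293-SNCA-luc cells (1500/well) plated 24 h, then exposed 24 h to a dilution series; GF-AFC added 30 min at 37C, fluorescence 405/540 nm; normalised to medium-only and DMSO wells, Hill fit.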
# SNCA expr inhib: inhibitors of alpha-synuclein (SNCA) gene expression; HEK-293 SNCA-luciferase knock-in, luminescence, 24 h; Potency, µM (doses to about 57.2 µM), for inactives: at the top dose activity change, negative = inhibition, most hits filed as inhibitors; 140,000 compounds, 0.17% hits;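 note: potency is the fitted concentration of half-maximal effect; plate controls were DMSO cells for no effect and cell-free wells for full effect; nearly all actives have a fitted effect of over 45% in size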
# NIH3T3 tox: cytotoxic compounds in NIH 3T3 cells | NIH 3T3 viability, CellTiter-Glo ATP luminescence, 48-72 h | Potency, µM (titrated, usually from 96.7 µM), for inactives: top-dose activity change, negative = cytotoxicity, hits mostly inhibitors | 94,000 compounds, 4.3% hits | AID 1345082; note: potency is the fitted concentration of half-maximal effect; nearly all actives have a fitted effect of over 55% in size
#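 Cytotoxicity was measured by CellTiter-Glo ATP luminescence after 48 or 72 h compound exposure at 37 °C. Mouse NIH 3T3 fibroblasts were seeded at 400 cells/well and dosed by 23 nL pin transfer.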
# FLuc inh: inhibitors of firefly (Photinus pyralis) luciferase. purified P. pyralis luciferase, luminescence, biochemical. Potency, µM (doses to about 115 µM), for inactives: at the highest dose activity change, negative = inhibition, hits mostly inhibitors. AID 1347043. 76,000 compounds, 2.5% hits; note: potency is the fitted concentration of half-maximal effect; nearly all actives have a fitted effect of over 65% in size
#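 Inhibitors were tested against purified firefly luciferase in a biochemical, low-substrate format (both substrates at 10uM) and luminescence measured with a CCD imager.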
# IP6K1 inh: blocks human inositol hexakisphosphate kinase 1; 140,000 compounds, 0.81% hits; Q92551; AID 1645851; activity change, % (series mostly up to about 58 µM); IP6K1 kinase, ADP-Glo luminescence, 2 h; stronger effect = lower value; in the data active = activity change below about -25%
# Target sequence (Q92551 whole entry, looked up): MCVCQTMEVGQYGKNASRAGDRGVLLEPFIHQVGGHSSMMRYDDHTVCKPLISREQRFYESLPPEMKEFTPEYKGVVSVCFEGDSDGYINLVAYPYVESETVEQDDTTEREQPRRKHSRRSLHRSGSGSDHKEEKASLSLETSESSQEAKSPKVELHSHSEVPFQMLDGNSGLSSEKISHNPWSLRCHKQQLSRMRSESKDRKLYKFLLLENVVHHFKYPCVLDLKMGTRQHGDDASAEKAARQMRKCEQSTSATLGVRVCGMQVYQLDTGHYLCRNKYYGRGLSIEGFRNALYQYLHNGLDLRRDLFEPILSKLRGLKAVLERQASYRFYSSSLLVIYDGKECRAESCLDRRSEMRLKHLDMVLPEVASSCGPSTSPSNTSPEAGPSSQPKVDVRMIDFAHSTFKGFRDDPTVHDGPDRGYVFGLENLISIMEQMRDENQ
#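 ADP-Glo luminescence measures ADP made by human IP6K1 during a 2 h RT reaction with ATP/IP6 (mix at 1.3 mM/130 uM); top library doses 57.5 and 19.1 uM final.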
# HEK293 tox: kills HEK 293 cells | HEK 293 viability, ATP luminescence (CellTiter-Glo), 48-72 h | Potency, µM (top dose mostly 115 µM), inactives show at the highest dose activity change, negative = cytotoxicity, actives largely listed as inhibitors | 94,000 compounds, 6.6% hits; note: potency is the fitted concentration of half-maximal effect; nearly all actives have a fitted effect of over 60% in size
#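 250 HEK 293 cells/well; compound by pintool; incubated 48 or 72 hr at 37 degree Celsius; CellTiter-Glo added, 10 min RT, luminescence imaged.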
# GPT2 inhibitor: inhibitors of human GPT2 alanine aminotransferase; 100,000 compounds, 0.25% hits; AID 1671188; Recombinant GPT2, coupled pyruvate oxidase/HRP Amplex Red fluorescence; Potency, µM (doses to about 57.7 µM), without a hit: at the highest dose activity change, negative = inhibition, most hits filed as inhibitors; Q8TD30; note: potency is the fitted concentration of half-maximal effect; nearly all actives have a fitted effect of over 60% in size; many of its hits are not listed in these tables
# Target sequence (Q8TD30 whole entry, looked up): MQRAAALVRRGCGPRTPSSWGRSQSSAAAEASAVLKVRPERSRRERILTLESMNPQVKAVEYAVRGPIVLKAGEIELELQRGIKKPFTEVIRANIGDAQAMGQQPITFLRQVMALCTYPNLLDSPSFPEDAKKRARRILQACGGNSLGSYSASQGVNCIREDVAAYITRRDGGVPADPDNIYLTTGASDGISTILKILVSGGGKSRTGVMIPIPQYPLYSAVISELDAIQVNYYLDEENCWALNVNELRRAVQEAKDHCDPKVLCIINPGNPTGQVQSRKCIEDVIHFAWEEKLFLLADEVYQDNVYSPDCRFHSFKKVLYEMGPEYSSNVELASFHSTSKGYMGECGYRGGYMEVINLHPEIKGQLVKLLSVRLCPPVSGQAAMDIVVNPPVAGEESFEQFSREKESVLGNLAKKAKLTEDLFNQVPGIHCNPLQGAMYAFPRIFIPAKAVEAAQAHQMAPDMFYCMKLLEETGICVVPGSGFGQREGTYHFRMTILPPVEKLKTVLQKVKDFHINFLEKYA
#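 Fluorescence read-out: pyruvate from GPT2 turnover coupled to pyruvate oxidase, HRP and Amplex Red (0.2mM ThPP, 0.2U/mL PO and HRP, 50uM Amplex final). Substrates 250uM a-KG, 2mM L-alanine; enzyme 10ng/uL; 30 min RT.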
# Active calls of the source: *; i = inactive; ? = inconclusive; · = not tested or not shown; & = joins results of further samples; [ ] = remark or other dose. Unless noted, calls come from the whole dose curve; as a rule, active = well fitted curve in the direction sought with a large enough effect; inconclusive = small, poorly fitted or top-dose-only effect, or another doubt; inactive = no such curve, though single readings can be large; an effect the other way counts as inactive or inconclusive. Unless noted, % is set by controls: 0 for no effect and ±100 for the full control effect.
SMILES,HEK293 viab,SNCA expr inhib,NIH3T3 tox,FLuc inh,IP6K1 inh,HEK293 tox,GPT2 inhibitor
COc1ccc(N(C)S(=O)(=O)c2ccc3c(c2)n(C)c(=O)c(=O)n3C)cc1,-4%,-9%,·,·,22,·,·
O=C1NCc2ccccc2CC12CCCN2Cc1cc(O)cc(O)c1 (centres undefined),9%,12%,-5%,·,-6,i,i
Cc1nn(CC(=O)NCc2cccc(F)c2)c(=O)c2c(C)n(-c3ccc(Cl)cc3)nc12,?,-5%,·,·,30,·,·
COc1ccc(C(=O)c2oc3ccccc3c2NC(=O)COc2c(C)cc(C)cc2C)cc1,-4%,15%,·,·,5,·,·
Cc1c(Cl)cccc1N1C(N)=C(C#N)C(c2cc(CN3CCOCC3)cs2)C2=C1CCCC2=O (centres undefined),-26%,?,·,·,-12,·,·
O=C(NCc1cccnc1)c1ccc2nnc(Cc3ccco3)n2c1,-10%[87.6 µM],-1%[87.6 µM],-1%[138 µM],·,-15,-6%[172 µM],i
O=C(C1CCCC1)N1CCC(Cc2nncn2CC2CC2)C1 (centres undefined),4%,?,-4%,3%,-10,0%,i
O=C(NC1CCCc2nc(-c3cccnc3)ncc21)c1cn[nH]c1-n1cnnn1 (centres undefined),-8%,28%,-22%,-10%,-5,-19%,-28%
Cc1ccc(N2CC(C(=O)NCc3nnnn3-c3ccc(C)c(C)c3)CC2=O)cc1 (centres undefined),-9%,3%,·,·,25,·,·
CCCCc1cc(C[C@H]2CNCC[C@H]2CC(=O)N2CCCCC2)no1,0%[87.6 µM],-3%[87.6 µM],-30%[174 µM],2%[172 µM],5,-26%[172 µM],2%[88.5 µM]
Cc1cc(C)c(CNC(=O)c2nc(-c3cccc(CO)c3)cc3c2ccn3C)c(=O)[nH]1,-11%[87.6 µM],1%[87.6 µM],?,-13%[172 µM],-5,?,-2%[88.5 µM]
O=C(CN1CCN(S(=O)(=O)c2cc(Cl)ccc2Cl)CC1)Nc1cccc(F)c1,-9%,11%,·,·,-3,·,·
COc1ccc(OC)c(NC(=O)Cn2cccc2-c2nc(-c3ccc(OC)c(F)c3)no2)c1,-10%,-12%,-15%,15%,23,-21%,i
COc1ccccc1C1CCCN1C(=O)CCCn1nnnc1CN1CCOCC1 (centres undefined),5%,-3%,-5%,-7%,3,1%,2%
CS(=O)(=O)c1ccc(CN2CCN3C(=O)N(Cc4ccccn4)C[C@H]3C2)cc1,1%[87.6 µM],-9%[87.6 µM],i,-5%[172 µM],-9,0%[172 µM],2%[88.5 µM]
Cc1ccc([S+](=O)([O-])NC2CCN(c3ccc4nnc(C5CC5)n4n3)C2)cc1 (centres undefined),·,·,?,·,2,?,·
O=C(NCc1ccc(F)cc1)C1CN(c2ccc(F)cc2)C(=O)N1 (centres undefined),8%,11%,-24%,-4%,15,-15%,-1%
COc1ccc(NC(=O)CSc2c(C(C)C)cnc3c2c(=O)n(C)c(=O)n3C)c(OC)c1,-10%,5%,·,·,6,·,·
COc1cccc(-c2cc(C(=O)NCC(F)F)c3cnn(C)c3n2)c1,·,·,?,·,-4,?,·
Cc1cccc(NC(=O)Cn2cccc2-c2nc(-c3ccc(F)cc3)no2)c1C,-8%,-12%,i,3%,3,3%,i
COc1ccc(OC)c(NC(=O)CSC2=Nc3ccccc3C3=NC(CC(=O)NCc4ccc5c(c4)OCO5)C(=O)N23)c1 (centres undefined),-22%,4%,·,·,1,·,·
CCOc1ccc(N(CC(=O)Nc2cc(OC)cc(OC)c2)S(=O)(=O)c2c(C)[nH]c(=O)[nH]c2=O)cc1,-5%,28%,·,·,-11,·,·
Cc1ccc(-c2nc(S(=O)(=O)c3ccc(F)cc3)c(N3CCN(c4ccccc4)CC3)o2)cc1,16%,14%,·,·,-5,·,·
CCCCNC(=O)c1nnn2cc(C)[nH]c(=O)c12,-1%,-2%,-10%,3%,-16,16%,i
CCN(CC)CC(C)CNC(=O)c1cc(-c2ccc(Br)s2)nc2ccccc12 (centres undefined),-5%,-14%,·,·,5,·,·
CCOc1ccccc1N1CC(c2nc3ccccc3n2CCCOc2ccccc2)CC1=O (centres undefined),8%,8%,·,·,-9,·,·
O=C(CC1=C2CCCCC2NC1=O)Nc1cccc(F)c1 (centres undefined),-2%,23%,1%,-6%,4,5%,i
Cc1c(C(=O)Nc2cccc(C(F)(F)F)c2)oc2ccc(S(=O)(=O)N(C)C3CCCCC3)cc12,10%,-2%,·,·,3,·,·
CCn1c(CN2CCCCC2)nc2cc(NC(=O)COc3cc(C)ccc3C(C)C)ccc21,-3%,0%,·,·,-9,·,·
COc1ccc(-c2noc(-c3nnn4c3COC(c3ccc(Cl)cc3)C4)n2)c(OC)c1 (centres undefined),-12%,?,-10%,-8%,0,-31%,i
Cc1ccc(Nc2c(-c3cccnc3)nc3ccc(Br)cn23)cc1,-17%,26%,·,·,26,·,·
CCc1cccc(NC(=O)C2CCN(C(=O)c3ncn4c3COC(c3ccc(F)cc3)C4)CC2)c1 (centres undefined),-3%,2%,-3%,?,-15,?,i
CCc1nc2c(c(-c3ccc(OC)cc3)n1)CCN(Cc1cccc3ccccc13)CC2,-5%,-21%,?,·,-3,?,-5%
CCOC(=O)N1CCc2c(sc3c2c(=O)n(CCc2ccccc2)c(=O)n3Cc2ccc(C)cc2C)C1,16%,10%,·,·,19,·,·
COc1cc(-c2cccs2)cc2c1OCCN(C(=O)C(C)Cn1cncn1)C2 (centres undefined),6%,-13%,-4%,10%,-8,0%,3%
CCOC(=O)c1c(C)oc2nc(C)nc(NCc3cccc(Cl)c3)c12,-2%,-24%,·,·,-6,·,·

# Next part, overlapping the part above by three compounds.
SMILES,HEK293 viab,SNCA expr inhib,NIH3T3 tox,FLuc inh,IP6K1 inh,HEK293 tox,GPT2 inhibitor
CCOC(=O)N1CCc2c(sc3c2c(=O)n(CCc2ccccc2)c(=O)n3Cc2ccc(C)cc2C)C1,16%,10%,·,·,19,·,·
COc1cc(-c2cccs2)cc2c1OCCN(C(=O)C(C)Cn1cncn1)C2 (centres undefined),6%,-13%,-4%,10%,-8,0%,3%
CCOC(=O)c1c(C)oc2nc(C)nc(NCc3cccc(Cl)c3)c12,-2%,-24%,·,·,-6,·,·
CC(=O)N1CCc2c(sc3c2c(=O)n(-c2ccccc2)c(=O)n3CC(=O)Nc2ccccc2)C1,-3%,33%[activator],·,·,-11,·,·
COc1ccc(C(=O)N[C@@H]2CCC[C@@H]2C(=O)NCc2ccccc2C)cc1,-25%,-5%,5%,0%,5,-4%,0%
CC(=O)Nc1cccc(-c2cc3c(cn2)CN(Cc2ccccc2)CCN3)c1,-13%[87.6 µM],6%[87.6 µM],?,14µM*,-9,?,4%[88.5 µM]
COc1cc2c(cc1OC)C(C[C@H]1CN(S(=O)(=O)c3ccccc3)CC[C@H]1CC(=O)O)=NCC2,17%,1%,-11%,-3%,19,-21%,-12%
CCOc1ccc(NC(=O)N2CCC(Oc3ncccc3C(=O)N3CCCCC3)C2)cc1 (centres undefined),-1%,-12%,0%,3%,12,9%,i
O=C(NCC1CCCN(C(=O)c2cc(=O)[nH]c(=O)[nH]2)C1)c1cccs1 (centres undefined),-18%,-2%,-8%,1%,1,-7%,?
O=c1cc(-c2ccccc2)c2cc(Cl)c3c(c2o1)CN(Cc1ccccc1)CO3,?,-1%,·,·,-8,·,·
Cc1cc(C)c(-c2nc3ncccc3[nH]2)[nH]1,5%&1%[87.6 µM],69%&5%[activator][87.6 µM],?,?,3&-15,?,1%&2%[88.5 µM]
C[S+](=O)([O-])N1CCC(c2nnc3n2C(C(=O)NC2CCCCC2)CC3)CC1 (centres undefined),13%,-10%,-23%,·,-7,1%,-12%
Cc1c(C(=O)N2CCCC2)oc2c1-c1nn(CC(=O)NCc3ccccc3Br)cc1CC2,-23%,?,·,·,30,·,·
CN(Cc1cccc(F)c1)Cc1ccccc1C(F)(F)F,9%[87.6 µM],1%[87.6 µM],-6%[138 µM],-9%[172 µM],-1,-6%[172 µM],-18%[88.5 µM]
CC(C)NC(=O)C1CCc2sc(C(=O)N3CCCCCC3)cc2C1 (centres undefined),7%,30%[activator],-13%,-1%,9,-21%,1%

# Whole records from above. Order of values: HEK293 viab, SNCA expr inhib, NIH3T3 tox, FLuc inh, IP6K1 inh, HEK293 tox, GPT2 inhibitor
# O=C(NCC1CCCN(C(=O)c2cc(=O)[nH]c(=O)[nH]2)C1)c1cccs1 (centres undefined) reads -18%, -2%, -8%, 1%, 1, -7%, ?
# Cc1cc(C)c(-c2nc3ncccc3[nH]2)[nH]1 reads 5%&1%[87.6 µM], 69%&5%[activator][87.6 µM], ?, ?, 3&-15, ?, 1%&2%[88.5 µM]

# The list goes on:
SMILES,HEK293 viab,SNCA expr inhib,NIH3T3 tox,FLuc inh,IP6K1 inh,HEK293 tox,GPT2 inhibitor
Cc1nc2c(c(C)c1CCC(=O)N1CCN(c3ccccc3)CC1)c(=O)n(C)c(=O)n2C,21%,20%,·,·,-17,·,·
COC(=O)c1cccc(NC(=S)N[C@H]2CO[C@H]3[C@@H]2OC[C@H]3OC(=O)Nc2cccc(C(F)(F)F)c2)c1,-6%,-11%,?,-12%,4,45µM*,2%
NC(=O)Nc1cc(-c2cccc(F)c2)sc1C(=O)N[C@H]1CCCNC1,?,?,·,·,-10,·,-12%&4%
CCOC(=O)c1cc(-c2ccccc2)n(-c2cccc(C(=O)Nc3ccc(OCC)cc3)c2)c1C,8%,-18%,·,·,5,·,·
Cc1cc(C)cc(NS(=O)(=O)c2ccc3[nH]cc(C(=O)N4CCCCCC4)c(=O)c3c2)c1,-11%,0%,·,·,3,·,·
Cc1ccc2oc(C(=O)N(Cc3ccc(N(C)C)cc3)CC3CCCO3)c(C)c2c1 (centres undefined),-24%,19%,·,·,-23,·,·
CCOC(=O)c1ccc(N2C(=O)c3n[nH]c(C)c3C2c2ccc(CC)cc2)cc1 (centres undefined),-22%,-14%,·,·,12,·,·
C=C[C@H]1C(O[C@@H]2O[C@H](CO)[C@@H](O)[C@H](O)[C@H]2O)OC=C2C(=O)N3CCc4c([nH]c5ccccc45)[C@H]3C[C@H]21 (some centres undefined),13%[23.9 µM],·,·,·,-12,·,i
O=c1[nH]nc2n1CCC(NS(=O)(=O)Cc1ccccc1F)CC2 (centres undefined),4%,-3%,5%,-11%,-7,i,i
CCOc1ccc(NC(=O)CSc2nnc(CC)c(CC)n2)cc1,-7%,-23%,·,·,13,·,·
CCOC(=O)C1(Cc2ccc(F)cc2)CCCN(C(=O)c2ccc(C)s2)C1 (centres undefined),4%,-2%,?,-11%,5,?,i
COCCNC(=O)[C@H]1C[C@H](Oc2ccccc2)CN1S(=O)(=O)Cc1ccccc1,-3%,0%,-15%,2%,10,0%,i
Cc1ccc(C(=O)N2CC(N(Cc3cccnc3)S(C)(=O)=O)C2)s1,-13%,?,1%,-8%,3,11%,-5%
COC[C@@H]1CN(C(=O)c2ccncc2)C[C@H]1c1ccccn1,2%,-7%,-23%,·,11,-6%,-5%
CCOc1ccccc1NS(=O)(=O)c1c(C(=O)OC)sc2cccc(F)c12,3%,3%,·,·,-1,·,·
